Screening data as filed in PubChem.
TDP1 cell CPT: growth inhibition of DT40 Tdp1-/-;hTDP1 cells with camptothecin (screen for TDP1 inhibitors); chicken DT40 Tdp1-/-;hTDP1 cells + 20 nM CPT, ATP luminescence, 48 h; Potency, µM (top dose mostly 46.2 µM), without a hit: top-dose activity change, negative = growth inhibition, most hits filed as inhibitors; 420,000 tested, 12% active; AID 686979; active means well fitted inhibition curve with a large enough effect; inconclusive means small, poorly fitted or top-dose-only effect; further: nearly all actives have a fitted effect of over 55% in size
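Cell growth measured by CellTiter-Glo luminescence after a minimum 48 h, 37 C compound exposure with 20 nM CPT in Tdp1-knockout DT40 cells stably expressing hTDP1, seeded 400/well; qHTS titration format.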
Numbers without * were called inactive; ? = inconclusive; [ ] = dose if it differs, or a comment. On the % scale 0 is the no-effect control and ±100 the full control effect; potency means the concentration at half of the fitted maximal effect.

Preview (three entries):
| SMILES | TDP1 cell CPT |
| --- | --- |
| CC(=O)Nc1ccc(CC(=O)Nc2ccc3c(c2)OC2(CCCC2)O3)cc1 | -1% |
| CCc1cc(-c2nnn(CCC3COCCO3)c2C(C)(C)O)ccc1-c1cn(CCc2c[nH]c3ccccc23)nn1 (centres undefined) | 21µM* |
| Cc1nn2c(=O)[nH]cnc2c1Cl | -16% |

All compounds of this part, repeating the preview:
| SMILES | TDP1 cell CPT |
| --- | --- |
| CC(=O)Nc1ccc(CC(=O)Nc2ccc3c(c2)OC2(CCCC2)O3)cc1 | -1% |
| CCc1cc(-c2nnn(CCC3COCCO3)c2C(C)(C)O)ccc1-c1cn(CCc2c[nH]c3ccccc23)nn1 (centres undefined) | 21µM* |
| Cc1nn2c(=O)[nH]cnc2c1Cl | -16% |
| COc1ccccc1C(=O)N1CCN(C(=O)[C@H]2O[C@@H](n3ccc(=O)[nH]c3=O)[C@H](O)[C@@H]2O)CC1 | -6% |
| Cc1ccc(-c2ccc(CN3C(C)C(=O)N(Cc4cn(CC5CCCCC5)nn4)CCS3(=O)=O)cc2)cc1 (centres undefined) | 16µM* |
| CCCNC(=O)N(C)C[C@H]1Oc2ncc(Br)cc2C(=O)N([C@H](C)CO)C[C@H]1C | 5% |
| Cn1c(CCN2CCN(c3ccccn3)CC2)nc2cc(NS(=O)(=O)c3ccc(F)cc3)ccc21 | 16µM* |
| Cc1ccc(S(=O)(=O)N2C[C@H]3N(C(=O)OC(C)C)N(C(=O)OC(C)C)C[C@H](OC(=O)NCc4ccccc4)[C@@]3(O)C2)cc1 | 21µM* |
| COCOCCn1cc(CN2CCS(=O)(=O)N(Cc3ccc(-c4ccncc4)cc3)C(C)C2=O)nn1 (centres undefined) | -18% |
| COc1ccc(S[C@@H]2C[C@@H](C(=O)Nc3ccc4nccnc4c3)N(C3Cc4ccccc4C3)C2)cc1 | ? |
| Nc1ncnc2c1ncn2[C@@H]1O[C@H](C(=O)Nc2cc(C(F)(F)F)cc(C(F)(F)F)c2)[C@@H](O)[C@H]1O | -18% |
| O=S(=O)(c1ccc(NC(=S)NC23CC4CC(CC(C4)C2)C3)cc1)N1CCCCC1 | ? |
| Cc1c(C(=O)NCc2cccc(Cl)c2)sc(=O)n1Cc1ccc(F)cc1 | ? |
| Cc1ccccc1-c1cc2c(c3c1ccn3C)C1CCC2O1 (centres undefined) | -25% |
| COc1ccc(Cc2c(-c3cccc(Cl)c3)nc3cc(C)c(Br)c(C)n23)c(C)c1 | -23% |
| COc1ccccc1-c1cnc(C(O)c2ccc(Cl)c(F)c2)[nH]1 (centres undefined) | -25% |
| Cc1ccc(F)c(S(=O)(=O)NC(=O)C2(C)CCN2C(=O)c2sccc2C)c1 (centres undefined) | 8% |
| CNC(=O)C[C@H]1C(=O)N(c2ccc(Br)cc2)C[C@@H]1C | -8% |
| COc1ccc(-n2c(=O)c3c4c(sc3n(CC(=O)NCC3CCCO3)c2=O)CN(C(C)=O)CC4)cc1OC (centres undefined) | 5% |
| CC1(C(=O)NS(=O)(=O)c2cccs2)CCN1C(=O)CCc1ccc(Cl)cc1Cl (centres undefined) | 12% |
| C1=CC2(C=C1)OC21CCC2(C=CC3(C2)OC3C2CCCCC2)CC1 (centres undefined) | 0% |
| CCN(CC)C(=O)C1=C(C)N(CCC2=CCCCC2)C(=O)C(CC(=O)NCc2cccs2)C1 (centres undefined) | -16% |
| CC(C)(C)c1ccc(CC(=O)N2CCC2(C)C(=O)Nc2ccc(F)cc2F)cc1 (centres undefined) | 23µM* |
| C=C[C@]1(C)C[C@@H](OC(=O)CSC(C)(C)CNC(=O)[C@H](N)C(C)C)[C@]2(C)[C@H](C)CC[C@]3(CCC(=O)[C@H]32)[C@@H](C)[C@@H]1O | 0.24µM* |
| C[C@H](CO)N1C[C@H](C)[C@@H](CN(C)S(=O)(=O)c2cn(C)cn2)Oc2cc(Br)ccc2S1(=O)=O | -1% |
| CC1(C)CN(c2ccc(Br)cc2)C(=O)[C@H]1CC(=O)Nc1ccccc1 | ? |
| COC(=O)c1ccc(CN2C(=O)C(C)ON=C2c2ncccc2C)o1 (centres undefined) | -6% |
| COc1cc(CN2CCC3(CC2)c2ccccc2[C@@H](NC(=O)c2ccccc2OC)[C@@H]3O)ccc1F | -12%[9.04 µM] |
| COc1ccc(C(=O)NCC(c2ccco2)N2CCOCC2)cc1 (centres undefined) | -6% |
| C[C@@H]1CN([C@@H](C)CO)C(=O)CCCn2nncc2CO[C@H]1CN(C)Cc1ccc2c(c1)OCCO2 | -17% |
| COc1ccc(NC(=O)c2cc(C3CCCCN3C(=O)c3ccc(C#N)cc3)on2)c(C)c1 (centres undefined) | ? |
| COc1ccc(NC(=O)C2Cc3c(-c4ccc(NC(C)=O)cc4)ccnc3O2)cc1 (centres undefined) | ? |
| CC(Oc1ccc(F)cc1)C(=O)Nc1cccc(S(=O)(=O)N(C)c2ccccc2)c1 (centres undefined) | ? |
| O=C(CNC(=O)N1CC(=O)Nc2ccccc21)Nc1ccc(Cl)cc1Cl | -8% |
| CC(C)C[C@H]1CN(CCCC[C@H]2CNC(=O)C(=O)N2CC2CCCCC2)C(=O)C(=O)N1CCc1ccccc1 | ? |
| COCCN1C(=O)CN(S(C)(=O)=O)CC1(C)C(=O)NCc1ccccc1 (centres undefined) | -22% |
| O=C(OCC(=O)c1ccc[nH]1)c1ccc(S(=O)(=O)C(F)F)cc1 | 3% |
| COc1ccc(NC(=O)N[C@H]2C=C[C@@H](CC(=O)NC3CCC3)O[C@@H]2CO)cc1 | -2% |
| COc1ccc(-c2cc(NC=O)c3ncc(-c4cccc(C(=O)N(C)C)c4)n3c2)cn1 | 23µM* |
| COc1cc(OC)cc(C(=O)Nc2cccc(NC(=O)c3cccs3)c2)c1 | ? |
| COc1ccccc1N1CCN(c2nc(CNC(=O)c3ccc4c(c3)OCO4)nc3ccccc23)CC1 | 18µM* |
| CC1(C(=O)NCc2ccncc2)Cc2c(-c3cccc(C(F)(F)F)c3)ccnc2O1 (centres undefined) | ? |
| CC(C)(C)C(C(=O)NCc1ccccc1)N1CCN(C(=O)C2CCCO2)CC1 (centres undefined) | -5% |
| COc1cccc(CN2CCCC(c3nc(-c4ccncc4)ncc3-c3ccccc3)C2)c1O (centres undefined) | ? |
| O=C(NCc1cccc(Cl)c1)c1ccc(-n2ccnc2)c2ccoc12 | ? |

A different layout for 4 compounds above:
COc1cc(OC)cc(C(=O)Nc2cccc(NC(=O)c3cccs3)c2)c1
  TDP1 cell CPT: ?

COc1ccccc1N1CCN(c2nc(CNC(=O)c3ccc4c(c3)OCO4)nc3ccccc23)CC1
  TDP1 cell CPT: 18µM*

CC1(C(=O)NCc2ccncc2)Cc2c(-c3cccc(C(F)(F)F)c3)ccnc2O1 (centres undefined)
  TDP1 cell CPT: ?

CC(C)(C)C(C(=O)NCc1ccccc1)N1CCN(C(=O)C2CCCO2)CC1 (centres undefined)
  TDP1 cell CPT: -5%

(cont.)
| SMILES | TDP1 cell CPT |
| --- | --- |
| CCCC(=O)N1CCC1(C)C(=O)Nc1scc(C)c1C#N (centres undefined) | 21µM* |
| Cc1cccc(C)c1NC(=O)C(c1ccccc1OC(F)(F)F)N1CCC(c2ccccc2)CC1 (centres undefined) | ? |
| COc1ccc(CN2C[C@@H](CO)O[C@@H](n3cnc4c(NCCO)ncnc43)C2)cc1 | ? |
| Cc1ncc2c(c1CNC(=O)c1ccc3c(c1)OCO3)CCN(C(=O)/C=C/c1ccc(Cl)cc1)C2 | -9%[9.04 µM] |
| CCc1ccc2c(c1)NC(=O)C2(C)Cc1ccc(Cl)cc1 (centres undefined) | -8% |
| Cc1ccccc1C(=O)N1CC/C(=N\OS(=O)(=O)O)c2ccc(Cl)cc21 | -24% |
| CN(C)CCNC(=O)c1cccc(-c2cnc3c(NC=O)cc(/C=C/c4ccccc4)cn23)c1 | 3.7µM* |
| Cc1noc(C)c1NC(=O)Nc1ccc2c(c1)C(=O)N([C@@H](C)CO)C[C@@H](C)[C@H](CN(C)C(=O)Nc1cccc3ccccc13)OCCCC[C@H](C)O2 | ? |
| O=C(NC(c1cccnc1)c1ccc2c(c1)OCO2)C1CCN(CCOc2ccc(Cl)cc2Cl)CC1 (centres undefined) | -45% |
| Cc1cnc(-n2ncc(C(=O)NCCN3CCOCC3)c2-c2cccs2)nc1-c1ccc(F)cc1 | 9% |
| CCOc1ccc(CCNC(=O)COC(=O)c2[nH]c(C)c(C(C)=O)c2C)cc1OCC | ? |
| C[C@H](CO)N1C[C@H](C)[C@@H](CN(C)C(=O)Nc2cccc3ccccc23)OCCCC[C@H](C)Oc2ccc(NS(=O)(=O)c3cn(C)cn3)cc2C1=O | -1% |
| COc1ccc(OC)c(S(=O)(=O)NC(=O)C2(C)CCN2C(=O)c2ccco2)c1 (centres undefined) | 0% |
| COc1cccc(C(NC(C)=O)c2nc(-c3cccc(F)c3)cs2)c1 (centres undefined) | -25% |
| COC(=O)c1sc(N)nc1CCNC(=O)OC(C)(C)C | 9% |
| COC(=O)/C=C1\OCc2ccc(C)cc21 | 14% |
| Cc1ccc(CNC(=S)Nc2ccc3c(c2)c(=O)n(C)n3Cc2cccc(C(F)(F)F)c2)cc1 | 26µM* |
| CCOC(=O)[C@]12CCC=C1N(Cc1ccc3c(c1)OCO3)C(=O)[C@H](CC(=O)N1CCC(c3ccccc3)CC1)C2 | ? |
| COCCNC(=O)C1(C)CCCN(Cc2noc(-c3ccccc3OC)n2)C1 (centres undefined) | ? |
| CC1=C(C(=O)N2CCOCC2)CC(CC(=O)NCc2cccs2)C(=O)N1Cc1ccc(C(C)(C)C)cc1 (centres undefined) | 15µM* |
| Cc1ccc(-c2ccc(CN3C(C)C(=O)N(Cc4cn(Cc5ccco5)nn4)CCS3(=O)=O)cc2)c(C)c1 (centres undefined) | ? |
| Cc1noc(C)c1C(=O)OC(C)C(=O)c1c[nH]c2ccccc12 (centres undefined) | ? |
| COc1cc(OC)c(OC)cc1C=Cc1ccc2ccccc2n1 | 16µM* |
| Cc1ccc(CN2CCc3nnc(C(NC(=O)c4ccoc4)C(C)C)n3CC2)cc1C (centres undefined) | 7% |
| COc1ccc(C(=O)N2CCC2(C)C(=O)NC(C)C)cc1OC (centres undefined) | 10% |
| O=C(NCc1ccccc1)c1cccc2c(-c3ccc(F)c(F)c3)coc12 | ? |
| COc1ccc(NC(=O)c2nc[nH]c2C(=O)N(C)CCO)cc1 | -14% |
| CC(C(=O)NCc1ccccc1)n1c(-c2ccc3c(c2)CCO3)nc2ccccc21 (centres undefined) | ? |
| CC(=O)NCCNc1nc2cc(-c3cccc(C(F)(F)F)c3)sc2c(=O)n1C | ? |
| CCc1nc2ccc(C(=O)NCCCn3ccnc3)cn2c1N(C)Cc1ccc(Cl)cc1 | -7% |

New compounds follow:
| Compound | TDP1 cell CPT |
| --- | --- |
| Cn1c(=O)c2cc(NC(=O)CCc3cccnc3)ccc2n1Cc1ccc(F)cc1 | 16µM* |
| CCCc1ccc(C(O)c2ncc(-c3ccccc3F)[nH]2)cc1 (centres undefined) | 18µM* |
| CCNC(=O)C1(C)CCN(Cc2noc(-c3c(C)noc3C)n2)C1 (centres undefined) | -5% |
| CC1(C(=O)Nc2ccc3c(c2)OCCO3)CSCC(=O)N1Cc1ccco1 (centres undefined) | -27% |
| O=S1(=O)N[C@H](Cc2ccccc2)COc2cc(N3CC[C@H](O)C3)ccc21 | ? |
| COC(=O)C[C@H]1C[C@H]2c3cc(NC(=O)C4CCOCC4)ccc3O[C@H]2[C@@H](CO)O1 | -2% |
| CC(=O)c1ccc(-c2cc(F)cc3c2OC(CNC(=O)Cc2cn4ccsc4n2)C3)s1 (centres undefined) | 2%[9.04 µM] |
| O=C(NCCN1Cc2ccccc2OC(c2ccsc2)C1)c1ccc2[nH]ccc2c1 (centres undefined) | -2%[9.04 µM] |
| COc1ccc(S(=O)(=O)NC(=O)C2(C)CCN2C(=O)C2CCCCC2)cc1OC (centres undefined) | ? |
| CC1CCC(NC(=O)c2ccc(Br)o2)CC1 (centres undefined) | -5% |
| CCCCCNC(=O)C(c1ccncc1)n1c(=O)c(-c2ccccc2)nc2ccccc21 (centres undefined) | ? |
| CC(=O)NC(c1cccc(F)c1)c1nc(-c2cnc3ccccc3c2)cs1 (centres undefined) | ? |
| Cc1ccc(NC(=O)CSc2nnc3n2CCCCC3)cc1S(=O)(=O)N1CCOCC1 | -7% |
| O=C(Nc1cccc(Cl)c1)ON1CCCCC1 | 9% |
| Cc1cc2nc(-c3ccc(Cl)cc3)c(Cc3ccsc3)n2c(C)c1Br | ? |
| CCCNC(=O)C1(C)CCCN(C(=O)c2ccc(OC)cc2OC)C1 (centres undefined) | -21% |
| COc1cc2c(cc1O)CCN[C@]21CS[C@@H]2c3c(OC(C)=O)c(C)c4c(c3[C@H](COC1=O)N1[C@@H]2[C@H]2c3c(cc(C)c(OC)c3O)C[C@@H]([C@@H]1O)N2C)OCO4 | 0.0043µM* |
| CC1CCCCC1NC(=O)CSc1ncnc2sccc12 (centres undefined) | -16% |
| CC(C)NC(=O)C1CC(=O)N(CCc2ccc(F)cc2)C1 (centres undefined) | -7% |
| CCCCNC(=O)c1nc(-c2ccccc2)oc1-c1ccc(Cl)cc1 | ? |
| Cc1ccn2c(=S)[nH]nc2c1 | -4% |
| CCN(CC)C(=O)C1=C(C)N(Cc2ccc(F)cc2)C(=O)C(CC(=O)NCCN2CCOCC2)C1 (centres undefined) | 2% |
| CCOC(=O)C1(C)CCCN1C(=O)c1ccc(F)c(Cl)c1 (centres undefined) | ? |
| COCCNC(=O)C1CCCN(Cc2ccc(C)cc2)CC1 (centres undefined) | 2% |
| Cc1c(-c2ccc(OCCN3CCOCC3)cc2)c(=O)oc2ccc3ccccc3c12 | 3% |
| CC(=O)NC(c1ccccc1)c1nc(-c2cccc(CO)c2)cs1 (centres undefined) | -19% |
| COc1cccc(C(O)c2nc(-c3ccc(F)c(Cl)c3)cs2)c1 (centres undefined) | 16µM* |

Not all compounds are listed; count on the stated rates, not on these rows.
